Screening data (PubChem BioAssay)
EBI2 block: blocks human EBI2 receptor beta-arrestin signaling; inhibition, % at 5 µM; 360,000 compounds, 0.81% hits; EBI2 beta-arrestin recruitment, luminescence, 7a,25-OHC stimulated; P32249; in the data active = inhibition above about 38%;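 also: enzyme fragment complementation signal reports receptor beta-arrestin coupling in cells; 0% = agonist plus DMSO wells and 100% = wells without agonist; some results beyond the cut were filed as inactive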
UBC13 inh: blocks human UBC13 polyubiquitin chain formation; 330,000 compounds, 0.47% hits; AID 485273; inhibition, % at 20 µM; TR-FRET; in the data active = inhibition above about 45%, passing the limit was not always enough; inconclusive = no clear call, values can overlap the other calls
Target sequence (P61088 whole entry, looked up): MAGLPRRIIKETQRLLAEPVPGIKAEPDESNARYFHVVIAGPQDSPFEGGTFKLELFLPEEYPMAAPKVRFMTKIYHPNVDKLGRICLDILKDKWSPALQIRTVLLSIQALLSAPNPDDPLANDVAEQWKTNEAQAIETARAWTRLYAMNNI
697 NFkB inh: inhibitors of the PMA/ionomycin-induced NF-kB reporter in 697 B cells; 697 B-cell NF-kB luciferase reporter, 16 h; inhibition, % at 4 µM; 330,000 compounds, 0.33% hits; in the data active = inhibition above about 35%
Apaf1 inhib: blocks human Apaf-1 apoptosome activity; O14727; reconstituted apoptosome caspase-3 activity, DEVD-Rh110 fluorescence; inhibition, % at 20 µM; 330,000 compounds, 0.71% hits; active = inhibition of at least 40% at 20 µM;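 also: plate controls were DMSO wells for no effect and DEVD-CHO caspase inhibitor wells for full effect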
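System: reconstituted apoptosome with Apaf-1, cytochrome c, caspase-9, procaspase-3, dATP; Signal: Rh110 fluorescence intensity; Schedule: 30 min compound preincubation, 50 min activation, room temperature; Reagent: cytochrome c trigger plus (Z-DEVD)2-Rh110 caspase-3 substrate.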
Gli-Sufu block: Gli-Sufu pathway antagonism; 340,000 compounds, 0.74% hits; AID 588413; Sufu-KO-LIGHT fibroblasts, Gli luciferase reporter luminescence; inhibition, % at 5 µM;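 active = inhibition above about 55%, limit read from the data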;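 also: 0% = DMSO-treated cells and 100% = wells with medium but no cells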
Jurkat NFkB inh: lowers PMA/ionomycin-induced NF-kB signal in Jurkat cells | PMA/ionomycin-induced NF-kB luciferase reporter, luminescence | inhibition, % at 4 µM | 330,000 compounds, 0.53% hits
CCR6 antag: blocks CCL20-driven beta-arrestin recruitment at human CCR6. CHO-K1 CCR6 PathHunter beta-arrestin, luminescence, CCL20-stimulated. P51684. inhibition, % at 20 µM. 340,000 compounds, 0.49% hits. AID 493098;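 active = compounds whose inhibition of the agonist-driven luminescence signal at 20 µM reaches about 50%, limit read from the data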;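 also: cells stimulated with CCL20 at 14 nM final; plate controls were DMSO with CCL20 for no effect and DMSO without agonist for full effect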
Target sequence (P51684 whole entry, looked up): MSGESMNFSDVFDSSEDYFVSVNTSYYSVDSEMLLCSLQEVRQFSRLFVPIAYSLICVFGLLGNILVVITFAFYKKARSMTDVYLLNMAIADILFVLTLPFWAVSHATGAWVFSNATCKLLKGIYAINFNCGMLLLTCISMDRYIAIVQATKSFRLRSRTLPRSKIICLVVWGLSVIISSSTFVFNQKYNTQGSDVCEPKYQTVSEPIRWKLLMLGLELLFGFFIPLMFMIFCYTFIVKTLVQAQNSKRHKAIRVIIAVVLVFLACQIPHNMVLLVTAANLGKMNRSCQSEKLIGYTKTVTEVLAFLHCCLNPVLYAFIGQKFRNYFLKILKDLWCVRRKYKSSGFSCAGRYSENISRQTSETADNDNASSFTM
SENP8 block: blocks the human protease SENP8; Q96LD8; purified SENP8, Z-RLRGG-aminoluciferin cleavage, luminescence; inhibition, % at 10 µM; 330,000 compounds, 1.2% hits
Target sequence (Q96LD8 whole entry, looked up): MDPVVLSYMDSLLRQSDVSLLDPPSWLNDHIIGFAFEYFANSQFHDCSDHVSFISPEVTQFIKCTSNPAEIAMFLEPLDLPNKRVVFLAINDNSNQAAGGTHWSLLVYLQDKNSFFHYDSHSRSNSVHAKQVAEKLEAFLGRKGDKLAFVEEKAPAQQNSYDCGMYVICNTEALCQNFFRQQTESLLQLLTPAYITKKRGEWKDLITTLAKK
* = called active by the depositor; ? = inconclusive; nt = no result given. Rule as the data show it, unless noted: active = inhibition above about 50%; inactive = the rest. Some of the compounds tested, so the mix of outcomes need not match the whole.

structure	Jurkat NFkB inh	CCR6 antag	697 NFkB inh	SENP8 block	Apaf1 inhib	EBI2 block	Gli-Sufu block	UBC13 inh
O=C(Nc1nnc(SCc2c(Cl)cccc2Cl)s1)C1CC(=O)N(c2ccc3c(c2)OCCO3)C1 (stereo unspecified)	-4.6	12.4	5.7	1.8	21.4	9.0	-4.1	-6.9
COc1ccc(C2(CNC(=O)Cc3ccccc3)CCCC2)cc1OC	0.5	18.6	3.5	2.4	-3.4	-8.0	5.3	3.9
Cc1c(C(=O)NCCc2ccccc2)oc2ccc(S(=O)(=O)N3CCC4(CC3)OCCO4)cc12	1.8	2.2	-3.9	4.6	23.3	-1.1	11.1	0.9
S=C1NC[C@H](Cc2cccc3ccccc23)N1CC1CCCCC1	4.1	12.9	-11.6	-13.9	29.6	-6.0	22.5	10.7
CCc1nnc(NC(=O)CSc2nnc(-c3ccoc3C)n2-c2ccc(C)cc2)s1	18.1	0.9	10.8	-4.5	14.8	-2.5	13.7	-2.0
Cc1ccc(S(=O)(=O)N(CC(=O)Nc2ccccc2)C(=O)N2CCN(C)CC2)cc1	0.2	0.6	-1.1	-5.8	3.4	-2.0	-5.2	-5.3
CC(=O)c1cccc(NC(=O)C2CCN(S(=O)(=O)c3ccc(C)cc3)CC2)c1	3.0	4.5	-1.3	7.2	2.1	15.5	-0.2	5.8
C[C@H](CO)N1C[C@H](C)[C@@H](CN(C)S(C)(=O)=O)Oc2ccc(NC(=O)NC3CCCCC3)cc2C1=O	10.9	-6.6	24.0	12.9	-8.6	-12.5	-9.2	5.6
O=C(c1cccnc1)n1nc(NCc2ccccc2)nc1NCc1ccccc1	-2.5	-1.5	1.8	0.4	15.2	1.9	-4.6	-2.0
COc1cc(C(=O)Nn2c(CC(C)C)nc3ccccc3c2=O)cc(OC)c1OC	12.7	0.8	2.4	11.1	2.5	-8.4	11.9	1.3
CC(C)CC(=O)Nc1c(C(=O)N2CCN(Cc3ccccc3)CC2)oc2ccccc12	6.3	16.5	7.5	7.1	11.0	14.8	12.5	5.9
CCCCn1c(N)c(N(CC(C)C)C(=O)c2cc(S(=O)(=O)N3CCOCC3)ccc2Cl)c(=O)[nH]c1=O	9.2	2.1	21.2	12.7	-3.1	-15.6	-3.3	2.3
CCOC(=O)N1CCN(C(=O)CCC2CCCC2)CC1	-15.1	26.9	-7.7	-2.0	-2.6	8.3	8.2	1.7
CCn1c(N)c(C(=O)NC)sc1=S	5.4	-0.6	26.5	2.7	12.7	3.7	-19.0	7.9
COC(=O)CC1C(=O)NCCN1C(=O)CSc1nc2ccccc2s1 (stereo unspecified)	-5.7	-1.8	11.0	4.4	-14.9	-2.6	2.3	15.5

(more compounds)
structure	Jurkat NFkB inh	CCR6 antag	697 NFkB inh	SENP8 block	Apaf1 inhib	EBI2 block	Gli-Sufu block	UBC13 inh
OC(CNCc1ccc2c(c1)OCO2)COc1ccc(F)cc1 (stereo unspecified)	4.1	5.3	12.8	7.9	-22.8	-8.5	4.7	6.0
O=C(NCCCO)C(=O)Nc1cc2c3c(c1)CCC(=O)N3CCC2	-1.4	8.8	7.7	-2.2	-7.0	-0.1	1.6	0.8
Nc1nc(-c2ccccc2)cn1/N=C/c1ccccc1	-40.8	11.7	-39.6	-3.1	-2.9	-1.5	-34.0	1.9
O=C(O)c1ccc(N=Nc2c(O)[nH]c3ccc(Br)cc23)cc1	-15.4	19.8	-194.7	69.5*	7.8	-5.7	-68.5	-27.4
Cc1ccc(S(=O)(=O)NNc2ccccc2)cc1	-6.4	28.3	11.3	4.7	-15.4	-0.9	-2.9	1.7
COc1cccc(-c2c(-c3cc(OC)cc(OC)c3)n(C)c3ccc(-c4cnc(N5CCOCC5)nc4)cc23)c1	11.7	6.6	-26.7	-1.1	4.7	-9.9	7.8	35.3
O=C(Oc1cccnc1)c1ccco1	-8.4	2.7	6.8	-4.9	-0.3	-8.0	-14.2	1.5
COc1cccc(/C(O)=C/C(=O)C(=O)Nc2ccc(S(=O)(=O)NC(C)=O)cc2)c1	9.9	9.1	1.8	-1.2	-1.4	5.3	-4.0	2.0
CC1CCCC(NC(=O)c2cccc(N3CCCC3=O)c2)C1C (stereo unspecified)	-17.4	6.5	-21.8	1.9	-3.8	-3.4	-16.8	3.1
C(=N/N1CCN(c2ccccc2)CC1)/c1ccncc1	-3.3	5.8	-23.4	11.4	4.2	3.5	4.7	-7.5
CC(=O)Nc1cc(C(=O)N(C)Cc2ccco2)ccc1Sc1ccc(C)cc1	9.1	0.0	6.7	-5.0	12.1	0.7	-2.1	7.6
O=C(O)CCNS(=O)(=O)c1ccccc1	0.5	14.7	18.9	-8.7	-5.7	1.1	-8.2	-0.4
COc1ccc(S(=O)(=O)N(C)c2nc3ccccc3n3c(CC(C)C)nnc23)cc1	8.0	19.0	-9.6	1.9	11.0	8.1	38.6	9.5
Cc1ccc(NC(=O)CSc2nnc(-c3ccc(S(=O)(=O)N4CCOCC4)cc3)n2C)cc1	9.5	-16.9	8.3	0.2	2.2	3.9	7.7	-2.2
CN1CCC(N(C)C(=O)c2ccccc2F)CC1	-7.2	3.5	3.6	-5.2	-11.5	-3.8	0.8	-5.4

The list goes on.
structure	Jurkat NFkB inh	CCR6 antag	697 NFkB inh	SENP8 block	Apaf1 inhib	EBI2 block	Gli-Sufu block	UBC13 inh
CCc1nnc2sc(-c3ccc(NC(=O)CSc4ccc(Cl)cc4)cc3)nn12	11.0	-20.2	8.1	-6.8	8.0	9.3	14.8	3.5
CC(C)(C)c1ccc(C(=O)N2CCN(Cc3ccccc3)CC2)cc1	-1.5	15.0	13.6	8.3	2.1	8.3	7.2	0.9
Cc1cccc(NS(=O)(=O)c2cccc(C(=O)NCC(c3ccco3)N3CCCCC3)c2)c1 (stereo unspecified)	3.8	13.7	1.9	0.6	12.9	6.4	21.7	-3.4
Cc1cc(Oc2ccc(-c3nnc(-c4ccccc4)o3)cc2[N+](=O)[O-])ccc1Cl	-6.3	22.9	-11.2	-3.8	-0.1	13.3	-13.1	-5.2
Cc1onc(C(=O)/C=C/N(C)C)c1C(=O)Nc1nccs1	1.3	0.6	-5.9	1.5	2.6	0.7	-0.7	-6.4
COc1ccc(CCN(C)Cc2nc(Cc3ccc(OC)c(OC)c3)no2)cc1OC	-19.2	-5.2	-13.9	-6.3	17.0	-1.1	3.0	-2.9
O=C(N/N=C/c1ccc([N+](=O)[O-])cc1)c1cccs1	-35.5	14.4	-42.0	-0.7	2.3	-2.6	-31.5	-9.4
CC1CCN(C(=O)COC(=O)C(C)N2C(=O)c3ccccc3C2=O)CC1 (stereo unspecified)	9.8	9.7	10.5	-11.2	2.8	-4.0	1.7	4.7
Clc1ccc(-c2nnc(SCc3nc4ccccc4[nH]3)o2)c(Cl)c1	-2.8	-2.9	2.5	-0.2	5.8	5.9	3.9	5.1
COc1ccc(C(=O)N2CCOC2CNC(=O)C(=O)NCCc2ccc(OC)c(OC)c2)cc1 (stereo unspecified)	16.9	2.2	-2.9	-6.1	1.9	3.1	2.3	-6.1
O=C1CCCc2cc(S(=O)(=O)N3CCC(C(=O)NCc4ccccc4)CC3)ccc2N1	-4.7	12.7	-8.8	-10.0	-2.6	3.7	24.3	-5.0
CCOC(=O)c1c(C)[nH]c(=S)c(C#N)c1-c1ccc(OC)cc1	7.1	13.0	6.5	-0.9	9.5	-8.2	-3.6	?
CCc1nccn1CCC(=O)N1CCCC(N2CCN(c3cccc(Cl)c3)CC2)C1 (stereo unspecified)	-24.2	-3.0	-38.3	5.9	-2.3	-9.9	27.9	-5.2
O=C(NCc1ccccc1)c1ccc(CN(c2ccccn2)S(=O)(=O)c2ccccc2)cc1	-9.4	3.9	-44.8	-9.0	-114.7	-6.0	4.7	-1.8
N=c1c2c3c(sc2nc2n1CCCCC2)CCCC3	-33.3	-15.5	-8.6	-2.0	-3.3	-4.6	-5.5	2.6

Other records.
structure	Jurkat NFkB inh	CCR6 antag	697 NFkB inh	SENP8 block	Apaf1 inhib	EBI2 block	Gli-Sufu block	UBC13 inh
CCn1c(C)nc2cc(C(=O)NNC(=S)Nc3ccc(C)cc3)ccc21	-12.5	25.8	-2.2	-0.4	-0.3	-5.4	-4.3	-5.8
Cc1ccc(NC(=O)CC2C(=O)NCCN2C(=S)Nc2ccccc2)c(C)c1 (stereo unspecified)	8.0	10.7	-2.2	1.7	3.8	-12.3	10.7	-0.9
CC1CCCCC12NC(=O)N(CC(=O)c1ccc3c(c1)OCO3)C2=O (stereo unspecified)	-15.9	-1.1	-17.8	-2.1	-1.2	-1.9	-17.2	-9.0
O=C(COC(=O)COc1ccc(Cl)cc1Cl)Nc1cccnc1Cl	-5.2	2.0	-5.9	-8.1	7.2	-4.6	-0.3	-3.9
CN(NC1OC(=O)c2ccccc21)c1ncc(C(F)(F)F)cc1Cl (stereo unspecified)	-1.7	3.5	-25.1	-6.8	-4.0	-5.1	-3.2	-11.7
COc1ccc(N2CCN(CC(O)COc3ccc(C)cc3C)CC2)cc1 (stereo unspecified)	-4.3	-2.7	-5.1	-9.8	15.4	32.0	26.4	-0.2
CC(C)CCNC(=O)NC(=O)COC(=O)/C=C/c1cnc2ccccc2n1	-7.2	14.5	-25.6	-3.2	17.4	8.1	3.7	3.3
CC1CC(C(F)(F)C(F)(F)F)n2nc(C(=O)O)cc2N1 (stereo unspecified)	7.5	4.2	12.1	0.8	-4.7	-0.7	-19.1	7.6
CC(O)(C#CCN1CCCCC1)c1ccccc1 (stereo unspecified)	-7.2	2.2	3.4	-4.5	0.6	-0.8	0.0	-5.0
COc1cc(Cl)c(S(=O)(=O)N2CCCC2)cc1Cl	-0.5	-1.9	-24.3	4.3	-16.5	-10.8	-2.0	10.0
COc1ccc(C2C(C(=O)c3cccs3)=C(O)C(=O)N2c2cccc(C)n2)cc1 (stereo unspecified)	-10.4	10.3	6.0	0.2	-3.2	6.6	-1.9	-11.0
CCn1cnc2c(NCCc3cccnc3)nc(C#N)nc21	-14.8	5.4	7.1	-6.8	4.9	1.9	-18.8	-5.8
CCC1(COC(=O)Nc2cccc(Cl)c2)COC1	-15.2	0.8	-29.5	-7.3	7.0	-3.2	-21.1	-4.8
COc1ccc(C2c3[nH]c4ccccc4c3CCN2CCCn2cccn2)cc1C (stereo unspecified)	10.8	9.3	-10.9	3.3	13.0	7.4	0.2	17.6
COc1ccc2[nH]c(=O)c(-c3nnn(-c4ccc(Cl)c(Cl)c4)n3)cc2c1	9.0	nt	-16.7	0.9	2.0	nt	nt	-12.8

Quoted at random: 3 compounds from above, in no set order.
structure	Jurkat NFkB inh	CCR6 antag	697 NFkB inh	SENP8 block	Apaf1 inhib	EBI2 block	Gli-Sufu block	UBC13 inh
CCn1cnc2c(NCCc3cccnc3)nc(C#N)nc21	-14.8	5.4	7.1	-6.8	4.9	1.9	-18.8	-5.8
CCC1(COC(=O)Nc2cccc(Cl)c2)COC1	-15.2	0.8	-29.5	-7.3	7.0	-3.2	-21.1	-4.8
CC(O)(C#CCN1CCCCC1)c1ccccc1 (stereo unspecified)	-7.2	2.2	3.4	-4.5	0.6	-0.8	0.0	-5.0

Later entries.
structure	Jurkat NFkB inh	CCR6 antag	697 NFkB inh	SENP8 block	Apaf1 inhib	EBI2 block	Gli-Sufu block	UBC13 inh
COc1ccc(NC(=O)c2cc([N+](=O)[O-])ccc2N2CCCC2)cc1S(N)(=O)=O	13.7	14.0	9.6	-11.8	6.5	-2.3	-4.1	-20.0
O=C(O)CC(CNS(=O)(=O)c1cccc2nsnc12)c1ccccc1 (stereo unspecified)	-2.0	3.6	-0.1	0.0	-1.3	-25.4	0.7	-1.9
Cn1cccc1-c1nc2ccccc2[nH]1	-23.9	-7.0	-33.2	5.2	2.6	-9.9	-6.6	-1.0
COc1ccc2c(c1)C(SCC(=O)NCc1ccccc1)CC(C)(C)O2 (stereo unspecified)	6.9	10.6	-8.7	-0.2	-2.7	5.3	8.4	2.1
COc1ccccc1C1=CC(=O)C[C@H](c2ccc(F)cc2)C1	22.1	21.4	-22.9	-4.4	18.6	17.3	5.5	-4.2
